Peg3 imprint: genomic imprint erasure induction; 0.02% of 110,000 active; mouse ES Peg3-LacZ reporter, beta-gal luminescence, 40 h; Potency, µM (series often up to 60.7 µM), for inactives: at the top dose activity change, positive = activation, most hits filed as activators;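 also: 0% = negative control wells on the plate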
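Gelatin-coated wells received 300 freshly trypsinized female ES cells with a Peg3LacZ-Neo reporter on the maternal allele, then incubated 40 hours at 37C. BetaGlo was added for 5 minutes at room temperature before a single luminescence read.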
IkB signaling: suppresses IkB signaling in ABC-DLBCL reporter cells | 0.04% of 110,000 active | Potency, µM (titrated, usually from 57.1 µM), for inactives: top-dose IkBa stabilization activation | ABC-DLBCL IkBa-CBG/CBR dual luciferase ratio, 4 h; response scale: scaled: untreated 0%, proteasome inhibitor 100%; active = well fitted curve in the direction sought with a large enough effect in the signal ratio, not every such curve was filed as active; inconclusive = small, poorly fitted or top-dose-only effect, or a change in a side signal; the % refers to the signal ratio;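 also: the direction sought is a rising ratio; 0% = basal untreated cells and 100% = reference inhibitor full response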
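Curves were fitted separately to fusion (green), unfused (red) and ratio luminescence, then classed by r2, magnitude and activity. Cells: OCI-Ly3, 4 h compound plus doxycycline at 37C; 10 uM MG-132 defined full response.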
p53ts 39C tox: kills p53ts cells at the nonpermissive temperature | H1299-p53A138V viability at 39C, ATP luminescence, 24 h | Potency, µM (top dose mostly 46.1 µM), inactives show top-dose activity change, negative = cell killing, actives largely listed as cytotoxic | 1.5% of 130,000 active; also: nearly all actives have a fitted effect of over 55% in size
p53ts 32C tox: p53ts cell cytotoxicity, permissive temperature; H1299-p53A138V at 32C, ATP luminescence viability, 24 h; Potency, µM (series often up to 46.1 µM), for inactives: at the top dose activity change, negative = cytotoxicity, most hits filed as cytotoxic; 0.93% of 130,000 active; AID 924;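 also: 0% = DMSO and -100% = full killing by reference compound; nearly all actives have a fitted effect of over 55% in size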
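Viability by ATPlite luminescence after 24 h compound treatment (up to 46 uM) at the permissive 32C. Cells are H1299 carrying p53 A138V. Scale runs from DMSO basal to 100 uM tamoxifen as full kill; AC50 from Hill fits.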
* = called active by the depositor; ? = inconclusive; nt = no result given; & = joins results of further samples; [ ] = dose if it differs, or a comment. Unless noted, calls follow the shape of the dose curve; as a rule, active = well fitted curve in the direction sought with a large enough effect; inconclusive = small, poorly fitted or top-dose-only effect, or another doubt; inactive = no such curve, though single readings can be large; an effect the other way counts as inactive or inconclusive. Unless noted, % is scaled to controls: 0 for no effect and ±100 for the full control effect; potency is read from the fitted curve at half-maximal effect.

Start of the listing, in advance (eleven entries):
SMILES	Peg3 imprint	IkB signaling	p53ts 39C tox	p53ts 32C tox
C=CCN(c1ccc(C(=O)N2CCCC2)cc1)S(C)(=O)=O	-4%	-1.1%	11%	4%
O=C(Nc1ccc2c(c1)OCCO2)c1ccc(NC(=O)C2CCCO2)cc1 (stereo unspecified)	-15%	1.3%	?	?
O=C(Oc1ccccc1OC(=O)N1CCOCC1)N1CCOCC1	-2%	0.1%	1%	32%[activator]
CCN(CC)CCNC(=O)c1c(C)oc2ncn(C)c(=O)c12	5%[10.9 µM]	-4.0%	20%	1%
COc1cc(C)nc(OCCNC(=O)COc2ccc(Cl)cc2Cl)n1	-8%	-0.6%	-17%	-3%
CCC(=O)N1CCc2cc(Br)cc(S(=O)(=O)CCC(=O)N3CCN(c4ccc(F)cc4)CC3)c21	6%[10.9 µM]	0.3%	8%	16%
CN1CCN(Cc2cc(=O)oc3ccc(Cl)cc23)CC1	-20%	-2.5%	2%	1%
O=C(O)c1ccc2c(c1)C(=O)N(c1cc(C(=O)O)ccc1Br)C2=O	-2%	-0.5%	12%	0%
NC(N)=N/N=C\c1ccc(C2CCNCC2)cc1	-13%[10.9 µM]	1.7%[11.4 µM]	8%[9.22 µM]	5%[9.22 µM]
Cc1ccc(Cn2cnc3nc4c(cc3c2=O)CCCC4)cc1	21%[10.9 µM]	1.7%	-17%	2%
COc1cn(CC(=O)Nc2ccc(C)cc2)c(CN2CCCCC2)cc1=O	-8%[10.9 µM]	-1.8%	37%[activator]	14%

All compounds of this part (from the top)
SMILES	Peg3 imprint	IkB signaling	p53ts 39C tox	p53ts 32C tox
C=CCN(c1ccc(C(=O)N2CCCC2)cc1)S(C)(=O)=O	-4%	-1.1%	11%	4%
O=C(Nc1ccc2c(c1)OCCO2)c1ccc(NC(=O)C2CCCO2)cc1 (stereo unspecified)	-15%	1.3%	?	?
O=C(Oc1ccccc1OC(=O)N1CCOCC1)N1CCOCC1	-2%	0.1%	1%	32%[activator]
CCN(CC)CCNC(=O)c1c(C)oc2ncn(C)c(=O)c12	5%[10.9 µM]	-4.0%	20%	1%
COc1cc(C)nc(OCCNC(=O)COc2ccc(Cl)cc2Cl)n1	-8%	-0.6%	-17%	-3%
CCC(=O)N1CCc2cc(Br)cc(S(=O)(=O)CCC(=O)N3CCN(c4ccc(F)cc4)CC3)c21	6%[10.9 µM]	0.3%	8%	16%
CN1CCN(Cc2cc(=O)oc3ccc(Cl)cc23)CC1	-20%	-2.5%	2%	1%
O=C(O)c1ccc2c(c1)C(=O)N(c1cc(C(=O)O)ccc1Br)C2=O	-2%	-0.5%	12%	0%
NC(N)=N/N=C\c1ccc(C2CCNCC2)cc1	-13%[10.9 µM]	1.7%[11.4 µM]	8%[9.22 µM]	5%[9.22 µM]
Cc1ccc(Cn2cnc3nc4c(cc3c2=O)CCCC4)cc1	21%[10.9 µM]	1.7%	-17%	2%
COc1cn(CC(=O)Nc2ccc(C)cc2)c(CN2CCCCC2)cc1=O	-8%[10.9 µM]	-1.8%	37%[activator]	14%
CC(C)C(=O)Nc1cccc(C(=O)Nc2nccs2)c1	-6%	-1.0%	-11%	-1%
COC(=O)CSc1nc(C)c2ccc(OC)cc2n1	nt	nt	2%	-9%
COc1cc2c(cc1O)C(Cc1ccc(O)cc1)N(C)CC2 (stereo unspecified)	-9%	nt	7%	-5%
NC(=O)c1c(NC(=O)C2CCCO2)sc2c1CCC2 (stereo unspecified)	5%	2.7%	-2%	3%
O=C(O)CC(Cc1ccccc1)c1ccc2c(c1)OCO2 (stereo unspecified)	-10%	-1.1%	6%	-12%
COc1ccc(-n2ccnc(NCCc3ccc(S(N)(=O)=O)cc3)c2=O)cc1Cl	-8%[10.9 µM]	-0.7%	-11%	-1%
Cc1ccccc1OCC(=O)Nc1nnc(SCc2cc(=O)n3cc(Cl)ccc3n2)s1	-10%[10.9 µM]	?	?	-2%
CC(C(=O)NCCCN1CCOCC1)n1cccc1C(=O)c1ccccc1 (stereo unspecified)	-3%	0.8%	32%[activator]	-4%
CCN(CC)c1ncnc2c1cnn2C	nt	-2.5%	3%	20%
CCOc1ccc(/C=C/c2nc(C#N)c(Nc3ccc(OC)cc3)o2)cc1	-12%[10.9 µM]	3.0%	-20%	4%
COc1ccc(NC(=O)Cn2c(=O)n(Cc3ccco3)c(=O)c3sc4ccccc4c32)cc1Cl	-4%[10.9 µM]	?	-19%	2%
CC(=O)c1cc(-c2ccccc2)[nH]c1N1CCOCC1	-7%	9.2%	-11%	-2%
CCCOc1ccc(/C(O)=C2/C(=O)C(=O)N(CCCOC)C2c2cccnc2)cc1 (stereo unspecified)	4%	1.6%	7%	0%
CN(Cc1ccccc1)C(=O)CCNS(=O)(=O)c1ccc2c(c1)oc(=O)n2C	-6%	0.9%	-8%	3%
COc1cc(-c2cc(=O)c3c(O)c(OC)c(OC)c(OC)c3o2)cc(OC)c1OC	20%	nt	4%	-6%
CCN(CC)CCNC(=O)Cn1nc(Cc2ccccc2)c2ccccc2c1=O	-19%	0.5%	-1%	-9%
Cc1csc(NC(=O)CCn2c(=O)sc3ccccc32)n1	-8%	0.3%	-15%	-4%
CCc1ccc(-c2nc(CSCC(=O)N3CCN(c4ncccn4)CC3)c(C)o2)cc1	-23%	3.0%	-7%	10%
Cc1c(NC2=NC3(CCCCC3)Cc3ccccc32)c(=O)n(C)n1-c1ccccc1	nt	nt	3%	-10%
O=C(CCS(=O)(=O)c1cccc2nonc12)N1CCCc2ccccc21	-15%	-0.6%	-3%	4%
CCn1cc(C(=O)NCc2cccnc2)c2cc(OC)c(OC)cc2c1=O	-4%	-2.0%	-5%	-3%
COCCNC(=O)CSc1nnc(NC(=O)Nc2ccc(C)cc2)s1	5%[10.9 µM]	3.9%	?	11µM*
CC(C)(C)c1ccc(C(=O)NNc2ncnc3c2cnn3-c2ccc(Cl)cc2)cc1	-14%[10.9 µM]	-5.1%	35%[activator]	-6%
O=C(NCCCCNC(=O)c1ccco1)c1ccco1	-8%	0.6%	-1%	14%
CC1CCN(S(=O)(=O)c2ccc3[nH]ccc3c2)CC1	-12%[10.9 µM]	1.2%	-17%	4%
Cn1c(=O)[nH]c(=O)c2c1nc(NCCc1ccccc1)n2CC(O)COc1ccccc1 (stereo unspecified)	-9%	0.4%	8%	7%
Cc1ccc(N2C(=O)CC(c3ccccc3F)C3=C2COC3=O)cc1Cl (stereo unspecified)	10%[10.9 µM]	?	8%	-3%
Oc1ccc(C(c2nnnn2C2CCCC2)N2CCc3ccccc3C2)cc1 (stereo unspecified)	-20%	?	-9%	7%
COc1ccc(OC2C(O)COC2/C=C/C#Cc2ccccc2)cc1 (stereo unspecified)	nt	nt	-7%[9.22 µM]	4%[9.22 µM]
CCOC(=O)c1c(C2CC2)csc1NC(=O)CSCc1c(C)noc1C	-14%	5.0%	0%	-7%
C[N+](C)(C)CCC(=O)c1cccc2ccccc12	-29%	?	16µM*	13µM*
O=C(CCc1nc(-c2cccs2)no1)Nc1cnc2ccccc2c1	-20%	0.2%	0%	7%
CCOC(=O)C1CCN(C(=O)c2cn(-c3ccccc3)nc2-c2cccnc2)CC1	-11%	-1.4%	-14%	-3%
Cc1cc(Cl)ccc1OCCCC(=O)NO	nt	nt	?	?
CN1CCc2nc3sc(C(=O)Nc4cccc(C#N)c4)c(N)c3cc2C1	-5%[10.9 µM]	-4.7%	1%	2%
CC(=O)N1CCC(Nc2ccc(C)cc2)CC1	-6%	0.9%	1%	-2%
COc1ccc2c(c1)CCc1c(C(=O)N3CCCCCC3)noc1-2	-25%	1.1%	?	-30%
COc1ccc(Cn2ccc3nc(C)c(C(=O)NCc4ccc(F)cc4)cc3c2=O)cc1	-5%[10.9 µM]	0.2%	-8%	-16%
COC(=O)c1ccccc1NC(=O)c1noc2c1CSc1ccccc1-2	-11%[10.9 µM]	4.7%	-12%	2%

(more compounds)
SMILES	Peg3 imprint	IkB signaling	p53ts 39C tox	p53ts 32C tox
CCC1(C)Cc2c(c(=O)n(-c3ccccc3)c3ncnc(N)c23)CO1 (stereo unspecified)	-4%	-0.8%	8%	0%
CCOC(=O)c1[nH]c(C)c(C(=O)NCc2ccccc2Cl)c1C	15%[10.9 µM]	?	-8%	0%
CCOc1ccc(NC(=O)c2nn(C)c3c2CS(=O)(=O)c2ccccc2-3)cc1	-17%[10.9 µM]	-3.1%	-15%	-4%
Cc1cc(NC(=O)c2cc3n(n2)C(C(F)(F)F)CC(c2ccco2)N3)no1 (stereo unspecified)	-6%	-4.1%	-7%	18%
O=C(O)[C@H](CCc1ccccc1)N1C(=O)c2ccccc2C1=O	-5%[10.9 µM]	-0.1%[11.4 µM]	21%[9.22 µM]	-6%[9.22 µM]
COc1ccc(-c2c(C)c3ccc(O)c(CN4CCCC(C)C4)c3oc2=O)cc1OC (stereo unspecified)	8%[10.9 µM]	-0.3%	2%	3%
Nc1nc(-c2ccco2)cs1	-5%	0.0%	0%	7%
COC(=O)NC1(C(F)(F)F)C(=O)NC(C)=C1C(=O)OC (stereo unspecified)	2%	-0.2%	11%	-3%
CC1CC(NC(=O)CCn2c(=O)oc3ccccc32)CC(C)(C)C1 (stereo unspecified)	-9%	2.7%	2%	4%
COc1ccc(-c2nn(C)c(=O)c3ccccc23)cc1CNC(=O)c1ccco1	-12%	3.8%	-11%	-15%
Cc1ccc2c(CNCC(C)c3ccccc3)c(C(=O)O)n(Cc3ccccc3C)c2c1 (stereo unspecified)	-6%[10.9 µM]	0.5%	-13%	13%
Cc1ccc(Cl)cc1NC(=O)c1oc2ccc(S(=O)(=O)N(C)C3CCCCC3)cc2c1C	-6%[10.9 µM]	0.2%	-19%	4%
CN(C)c1nc(Oc2ccc(=O)[nH]n2)nc(N2CCCCC2)n1	-4%	-1.2%	33%[activator]	0%
COc1cc2cc[n+]3cc4c(OC)c(OC)ccc4cc3c2cc1OC	-23%	nt	17%	-8%
COC(=O)C1=C(C)C(c2cccs2)NC(=O)N1C (stereo unspecified)	-5%	0.8%	-11%	0%
CCOC(=O)c1cccc(NC(=O)CCn2nc(C)c3c(C)n(-c4ccccc4)nc3c2=O)c1	-5%[10.9 µM]	-0.2%	-17%	-2%
Cc1ccc(C2SCC(=O)N2Cc2cn3ccsc3n2)o1 (stereo unspecified)	-13%	0.2%	11%	6%
Cc1ccc(S(=O)(=O)NCCN2CCOCC2)cc1C	-10%	1.0%	-1%	18%
O=S(=O)(c1ccccc1)N1CCC2(CC1)CN(Cc1nccs1)C2	nt	1.9%[11.4 µM]	3%	-7%
Cc1occc1C(=O)N1CCN(C(c2ccccc2)c2ccccc2)CC1	-20%	?	11%	6%
COc1ccc(OC)c(N2Cc3cc(C)c(C)cc3C2)c1	-18%	5.2%	-4%	4%
Cc1c(C(=O)N2CCN(c3ccc(C(F)(F)F)cn3)CC2)oc2ccccc12	-4%	-2.2%	-13%	-10%
COCCCNC(=O)c1ccc(NS(C)(=O)=O)cc1	-6%	-0.7%	4%	3%
Cc1oc2ccc(O)c(CN3CCOCC3)c2c1C(C)O (stereo unspecified)	nt	nt	23%	2%
CCOC(=O)[C@@]12C[C@@H]1/C(=N/O)c1ccccc1O2	9%	0.0%&-7.1%	-7%&-14%	11%&16%
O=C(NCc1ccccc1)c1ccc2c(c1)OCCO2	-13%	1.7%	-15%	-5%
CCOc1ccc2oc(=O)cc(CN3CCN(c4ccccc4)CC3)c2c1	-13%[10.9 µM]	0.8%	-10%	16%
